Bioassay records from PubChem.
MITF primary: human MITF inhibition, primary screen | O75030 | AlphaScreen MITF homodimerization, bead proximity signal | inhibition, % at 2.6 µM | 0.91% of 650,000 active | AID 1259374; in the data active = inhibition above about 50%;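 also: 0% = vehicle wells with protein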
FBW7 act: human FBW7 E3 ligase activation, primary screen; AlphaScreen FBW7–phospho-cyclin E peptide binding, activator screen; normalized activity (activation), % at 26.1 µM; 0.13% of 650,000 active; AID 1259310; in the data active = normalized activity above about 1.9%;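 also: purified mutant Fbw7 with reduced substrate affinity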
Target sequence (Q969H0 whole entry, looked up): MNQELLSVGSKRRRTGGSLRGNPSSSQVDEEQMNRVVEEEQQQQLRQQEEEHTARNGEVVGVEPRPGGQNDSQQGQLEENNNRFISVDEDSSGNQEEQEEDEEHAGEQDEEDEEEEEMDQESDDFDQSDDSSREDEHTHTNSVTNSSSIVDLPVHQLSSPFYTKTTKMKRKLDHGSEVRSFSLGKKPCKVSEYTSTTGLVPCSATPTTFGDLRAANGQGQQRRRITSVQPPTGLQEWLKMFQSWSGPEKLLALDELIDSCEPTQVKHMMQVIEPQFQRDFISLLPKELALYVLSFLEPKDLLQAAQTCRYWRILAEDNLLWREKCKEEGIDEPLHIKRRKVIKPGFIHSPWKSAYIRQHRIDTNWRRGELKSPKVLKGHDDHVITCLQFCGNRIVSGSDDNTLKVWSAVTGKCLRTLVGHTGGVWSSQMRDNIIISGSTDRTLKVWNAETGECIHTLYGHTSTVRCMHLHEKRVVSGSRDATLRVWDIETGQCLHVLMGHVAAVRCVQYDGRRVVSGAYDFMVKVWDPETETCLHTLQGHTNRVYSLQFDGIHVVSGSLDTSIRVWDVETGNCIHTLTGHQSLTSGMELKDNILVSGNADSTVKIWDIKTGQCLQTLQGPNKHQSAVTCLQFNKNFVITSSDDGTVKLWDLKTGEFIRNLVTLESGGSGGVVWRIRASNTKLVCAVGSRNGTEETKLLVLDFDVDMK
TEAD-YAP inh: TEAD-YAP interaction inhibition; HEK-TIYL cells, TEAD-Gal4/YAP UAS-luciferase luminescence; inhibition, % at 9.12 µM; 1.4% of 640,000 active; in the data active = inhibition above about 32%;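 also: 0% = median of test compound wells and 100% = reference inhibitor wells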
GPR151 ag: activators of human GPR151. activation, % at 11.2 µM. PathHunter beta-arrestin GPR151 cells, luminescence. 1% of 650,000 active; in the data active = activation above about 4.9%;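 also: 0% = median of compound wells and 100% = cells with positive control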
Target sequence (Q8TDV0 whole entry, looked up): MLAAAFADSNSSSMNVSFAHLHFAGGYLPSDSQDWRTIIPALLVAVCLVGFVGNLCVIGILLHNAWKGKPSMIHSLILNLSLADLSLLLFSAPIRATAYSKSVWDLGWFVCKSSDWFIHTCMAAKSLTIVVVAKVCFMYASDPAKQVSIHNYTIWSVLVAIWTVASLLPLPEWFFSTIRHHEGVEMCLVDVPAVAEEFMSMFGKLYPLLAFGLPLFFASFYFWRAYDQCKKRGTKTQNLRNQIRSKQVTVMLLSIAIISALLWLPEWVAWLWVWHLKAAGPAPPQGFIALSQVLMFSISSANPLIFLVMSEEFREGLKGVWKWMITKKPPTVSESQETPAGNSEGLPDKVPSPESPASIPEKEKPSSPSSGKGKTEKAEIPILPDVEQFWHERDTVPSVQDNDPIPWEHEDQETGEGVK
An asterisk follows results filed as active; · = no result given; & = joins results of further samples.

Codes: A = MITF primary; B = FBW7 act; C = TEAD-YAP inh; D = GPR151 ag
1. CN(C)CC(C)(O)c1ccc2c(c1)CN(Cc1cccc(C(F)(F)F)c1)CCO2 (stereo unspecified)
  A = -8.4; B = -0.1; C = -3.4; D = -0.1
2. COc1ccc2[nH]c3c(c2c1)CN(Cc1c(C(=O)N2CCCCC2)nc2sccn12)CC3
  A = 6.8; B = -0.1; C = -0.8; D = 1.3
3. Cn1cnnc1Sc1cc(N2CCN(C(=O)C(C)(C)C)CC2)ccc1[N+](=O)[O-]
  A = 4.8; B = -0.1; C = -0.2; D = -0.5
4. C/C(CC1CC(C)(C)OC1=O)=N\NC(N)=S (stereo unspecified)
  A = 15.8; B = 0.5; C = 4.3; D = -1.7
5. COC(=O)c1sc2nc(C)nc(SCc3c(C)noc3C)c2c1C
  A = 7.7; B = 0.0; C = -0.7; D = 1.4
6. COc1ccc(-c2nc3n(n2)C(c2ccccc2)C(C(=O)Nc2cccnc2)=C(C)N3)cc1 (stereo unspecified)
  A = -33.8; B = -0.1; C = 10.3; D = 0.5
7. O=C(NCC1CCCO1)c1cc2nc(C3CC3)cc(C(F)(F)F)n2n1 (stereo unspecified)
  A = 17.9; B = 0.2; C = 1.0; D = 0.6
8. CCOC(=O)OC[C@@H]1O[C@H](c2ccc(C(C)=O)cc2)C=C[C@H]1OC(=O)OCC
  A = -3.8; B = -0.1; C = ·; D = 2.2
9. CSCC(=O)N1CCOc2ccc(CN3CCCC(C(=O)c4cccnc4)C3)cc2C1 (stereo unspecified)
  A = 16.8; B = -0.1; C = 6.4; D = -1.6
10. C/C(=C\C(=O)NN)NNc1ncnc2ccccc12
  A = 12.8; B = -0.4; C = -37.5; D = -1.1
11. CC1Cc2nc(SCc3ccccn3)n(-c3ccc(F)cc3)c(=O)c2S1 (stereo unspecified)
  A = -0.4; B = -0.1; C = -8.6; D = -0.2
12. COC(=O)CNC(=O)c1cc2nc(-c3ccc(C)c(C)c3)cc(C(F)(F)F)n2n1
  A = 9.5; B = 0.1; C = -9.6; D = 2.9
13. COc1ccccc1NC(=O)C1CC12CCN(Cc1cc3ccccc3[nH]1)CC2 (stereo unspecified)
  A = 0.3; B = 0.0; C = -2.3; D = 2.4
14. COC(=O)CN1C(=O)S/C(=C/c2ccc(C)s2)C1=O
  A = -1.3; B = -0.2; C = -17.3; D = 1.1
15. CCOC(=O)C1=C(C)N=c2s/c(=C/c3ccc([N+](=O)[O-])cc3)c(=O)n2C1/C=C/c1ccccc1 (stereo unspecified)
  A = -2.0; B = -0.1; C = 4.8; D = -1.0

The results go on:
Codes: A = MITF primary; B = FBW7 act; C = TEAD-YAP inh; D = GPR151 ag
16. Cc1ncc(CO)c(/C=N/NC(=O)c2ccc(Br)cc2)c1O
  A = 34.1; B = -1.6; C = 15.7; D = -1.0
17. C(=N\n1cnnc1)/c1ccc2c(c1)OCO2
  A = -1.1; B = -0.1; C = -1.3; D = -1.4
18. O=C(Nc1cccc(O)c1)c1ccc(NC(=O)c2ccco2)cc1
  A = 8.8; B = 0.2; C = -32.3; D = -0.5
19. Cc1ccccc1CNC(=O)CN(c1ccc(OCc2ccccc2)cc1)S(C)(=O)=O
  A = -13.4; B = 0.1; C = -34.6; D = -2.7
20. Cc1ccc(OCC(=O)Nc2cc([N+](=O)[O-])ccc2F)c(Br)c1
  A = -5.4; B = -0.1; C = -10.8; D = 0.2
21. CC(C)C(=O)NNC(=O)C(C)Oc1ccc(Cl)cc1Cl (stereo unspecified)
  A = 1.6; B = 0.1; C = 0.8; D = 1.1
22. O=C(Nc1nnc(C2CCCCC2)s1)c1ccccc1Br
  A = 5.0; B = 0.0; C = 3.0; D = 1.2
23. CC(=O)N1CCc2cc(S(=O)(=O)NCCC(=O)Nc3ccc(Cl)cc3)ccc21
  A = -4.4; B = 0.2; C = 1.1; D = 3.6
24. CCOC(=O)N/N=C(\C)c1ccc(OC)cc1OC
  A = 21.8; B = -0.1; C = -18.9; D = -2.4
25. O=C(CSc1nc2ccccc2[nH]1)Nc1ccc(N2CCOCC2)cc1
  A = 2.7; B = 0.1; C = 3.1; D = -0.4
26. COCCCNC(=O)c1cc(C)nn1-c1ccccc1
  A = 1.4; B = 0.1; C = -2.1; D = 1.4
27. CC(=O)c1sc(NC(=O)c2cccc3ccccc23)nc1C
  A = 9.0; B = 0.1; C = 5.2; D = 0.3
28. O=C(c1ccco1)N(Cc1ccccc1)c1nc2c(Cl)cccc2s1
  A = 0.5; B = -0.6; C = -14.9; D = -0.1
29. Cc1sc(NCC2CCCO2)nc1-c1ccc2c(c1)CC(=O)N2 (stereo unspecified)
  A = 25.3; B = 0.2; C = 6.3; D = -1.8
30. CCOC(=O)c1sc(NC(=O)CSc2nnc(CNC(=O)c3cccs3)n2-c2ccc(F)cc2)c(C(=O)OCC)c1C
  A = 6.0; B = 0.1; C = 6.1; D = -0.2

Looked up one by one from the entries so far, 4 records:
Codes: A = MITF primary; B = FBW7 act; C = TEAD-YAP inh; D = GPR151 ag
16. Cc1ncc(CO)c(/C=N/NC(=O)c2ccc(Br)cc2)c1O
  A = 34.1; B = -1.6; C = 15.7; D = -1.0
19. Cc1ccccc1CNC(=O)CN(c1ccc(OCc2ccccc2)cc1)S(C)(=O)=O
  A = -13.4; B = 0.1; C = -34.6; D = -2.7
30. CCOC(=O)c1sc(NC(=O)CSc2nnc(CNC(=O)c3cccs3)n2-c2ccc(F)cc2)c(C(=O)OCC)c1C
  A = 6.0; B = 0.1; C = 6.1; D = -0.2
17. C(=N\n1cnnc1)/c1ccc2c(c1)OCO2
  A = -1.1; B = -0.1; C = -1.3; D = -1.4

(cont.)
Codes: A = MITF primary; B = FBW7 act; C = TEAD-YAP inh; D = GPR151 ag
31. CN(C)c1ccc(/C=C2\N=C(c3ccc(Cl)c(Cl)c3)OC2=O)cc1
  A = -7.7; B = 0.0; C = -4.0; D = -0.8
32. COc1cccc(NC(=O)CCC2CCN(C(=O)CCc3cnccn3)CC2)c1
  A = 9.5; B = 0.0; C = -11.2; D = 2.1
33. COc1cc(C(=O)NCc2nnc(SCC(=O)N3CCc4ccccc43)n2-c2cccc(C)c2)cc(OC)c1OC
  A = 13.4; B = -0.2; C = -4.3; D = -1.2
34. CCOC(=O)C1=C(C)N=c2s/c(=C/c3ccc(-c4ccc(Br)cc4)o3)c(=O)n2C1c1ccc(N(C)C)cc1 (stereo unspecified)
  A = -7.8; B = 0.1; C = 6.2; D = 5.5*
35. CC(C)CNC(=S)NC(=O)c1ccco1
  A = 11.1; B = 0.1; C = -2.8; D = 0.5
36. N#CCC(=O)Nc1ccc(C(=O)NNC(=O)CCN2CCN(c3ccccc3)CC2)cc1
  A = 2.0; B = -0.2; C = 1.2; D = 2.3
37. CCOC(=O)c1c(NC(=O)c2ccc(C)o2)sc(C(C)=O)c1C
  A = -0.4; B = 0.0; C = -5.6; D = 1.3
38. O=c1c2sccc2[nH]c(=S)n1CCCN1CCCCC1
  A = -11.5; B = -0.1; C = -1.5; D = 4.4
39. Cc1ccc(OCC(=O)Nc2cccc(I)c2)cc1C
  A = 8.9; B = 0.1; C = -12.1; D = -0.4
40. O=c1oc2ccccc2c(NCCCn2ccnc2)c1[N+](=O)[O-]
  A = 12.7; B = -0.2; C = 2.7; D = -0.4
41. COc1ccc(N2C(=O)CC(N3CCC(C)CC3)C2=O)cc1 (stereo unspecified)
  A = 8.9; B = 0.6; C = 4.7; D = -1.5
42. COc1ccc(NC(=O)CSc2ccc([N+](=O)[O-])cn2)cc1Cl
  A = 11.9; B = 0.2; C = 20.1; D = 0.4
43. NC(=O)c1ccc(-c2cncc(C(N)=O)c2)cc1
  A = -1.6; B = -0.1; C = 4.0; D = 0.6
44. COc1cccc(NC(=O)CSc2nc3ccccc3c3nc(C)nn23)c1
  A = 14.2; B = 0.1; C = 14.4; D = -0.8
45. Cc1ccc(CN2CCN(CC(=O)N3CCc4ccccc4C3)C2=O)cc1
  A = -16.8; B = -0.2; C = 3.4; D = 0.2

Continued:
Codes: A = MITF primary; B = FBW7 act; C = TEAD-YAP inh; D = GPR151 ag
46. CCc1nnc(NC(=O)CCC(=O)N2CCC(O)CC2)s1
  A = -5.2; B = -0.3; C = -2.8; D = -0.2
47. O=C(COC(=O)c1cccc(I)c1)NCc1cccs1
  A = -7.9; B = -0.2; C = -2.9; D = 0.9
48. CC(C)(C)C1CCc2c(sc(NC(=O)c3cc4ccccc4oc3=O)c2C(N)=O)C1 (stereo unspecified)
  A = -11.4; B = 0.0; C = -1.7; D = 1.8
49. CCOC(=O)C1=C(C)Nc2ccccc2N/C1=N\S(=O)(=O)c1ccc(Cl)cc1
  A = -0.2; B = -0.2; C = -8.3; D = -0.3
50. Cc1c(C(=O)NCc2cccnc2)sc2ncn(CC(=O)N3CCCCC3C)c(=O)c12 (stereo unspecified)
  A = 5.4; B = 0.5; C = 3.7; D = -1.5
51. Cc1nn(-c2ccccc2)c2sc(C(=O)N(C)c3ccccc3)cc12
  A = 2.9; B = 0.0; C = -6.6; D = 0.2
52. COc1cccc(N2C(=O)NC(=O)/C(=C/c3ccc(F)cc3)C2=O)c1
  A = 11.3; B = -0.2; C = 7.4; D = 1.6
53. CCCC(=O)Nc1cnc(NC(=O)C(C)C)cc1C
  A = 1.1; B = 0.2; C = -4.1; D = -0.6
54. COc1ccc(Cl)cc1S(=O)(=O)N1CCC(C(N)=O)(N2CCCCC2)CC1
  A = 13.6; B = 0.1; C = 3.4; D = -1.2
55. CC(C)(C)OC(=O)COC(=O)c1ccc(Cl)c(N)c1
  A = 16.1; B = 0.0; C = 1.8; D = -1.0
56. COC(=O)CCC(NS(=O)(=O)c1ccc([N+](=O)[O-])cc1)C(=O)OC (stereo unspecified)
  A = -4.5; B = -0.3; C = 0.8; D = -0.5
57. O=C(OCc1ccc([N+](=O)[O-])cc1)c1cccc(I)c1
  A = -4.7; B = 0.2; C = -11.3; D = -0.7
58. Cc1cc(C)nc(N2CCC(C(=O)NC(c3ccccc3)c3ccccc3)CC2)n1
  A = 4.0; B = 0.3; C = 1.0; D = 0.1
59. O=C(Nc1cccc(F)c1)c1ccc(Oc2ccc(C(F)(F)F)cc2[N+](=O)[O-])cc1
  A = 6.2; B = -0.1; C = 1.6; D = -0.7
60. CCOc1ccc(C(=O)NC(=S)Nc2ccc(S(N)(=O)=O)cc2)cc1
  A = 52.6*; B = 0.8; C = 10.2; D = -0.8

3 entries from above, in markdown:
| item | SMILES | MITF primary | FBW7 act | TEAD-YAP inh | GPR151 ag |
| --- | --- | --- | --- | --- | --- |
| 48 | CC(C)(C)C1CCc2c(sc(NC(=O)c3cc4ccccc4oc3=O)c2C(N)=O)C1 (stereo unspecified) | -11.4 | 0.0 | -1.7 | 1.8 |
| 49 | CCOC(=O)C1=C(C)Nc2ccccc2N/C1=N\S(=O)(=O)c1ccc(Cl)cc1 | -0.2 | -0.2 | -8.3 | -0.3 |
| 50 | Cc1c(C(=O)NCc2cccnc2)sc2ncn(CC(=O)N3CCCCC3C)c(=O)c12 (stereo unspecified) | 5.4 | 0.5 | 3.7 | -1.5 |

Next compounds.
Codes: A = MITF primary; B = FBW7 act; C = TEAD-YAP inh; D = GPR151 ag
61. COC(=O)[C@@H]1C[C@@H](NC(=O)c2cccc(OC)c2)CN1C/C=C/c1ccccc1
  A = 1.5; B = 0.0; C = 9.0; D = 2.4
62. O=C(C1CCCN(S(=O)(=O)c2ccccc2)C1)N1CCCC1 (stereo unspecified)
  A = 13.0; B = -0.1; C = 4.1; D = 0.9
63. CC1(Cc2cccc(C#N)c2)C(=O)Nc2cc(F)ccc21 (stereo unspecified)
  A = 2.6; B = 0.0; C = -3.0; D = -0.7
64. O=C(NCc1ccco1)c1ccc(CNS(=O)(=O)c2ccc(Cl)cc2)cc1
  A = 9.7; B = 0.7; C = 5.1; D = -0.6
65. CCCCNC(=O)CSc1ccc(NC(C)=O)cc1
  A = -5.1; B = 0.0; C = -4.0; D = -1.0
66. O=C1CN(c2ccc(Cl)c(Cl)c2)S(=O)(=O)c2ccccc2N1
  A = 21.6; B = 0.3; C = -2.0; D = 1.6
67. CC1CC(C)CN(C(c2ccco2)c2sc3ncnn3c2O)C1 (stereo unspecified)
  A = 10.6; B = -0.1; C = -1.6; D = -0.1
68. COc1ccccc1NC(=O)C(CC(=O)O)Cc1cc(C)cc(C)c1 (stereo unspecified)
  A = -1.8; B = -0.2; C = 7.0; D = 2.1
69. COC(=O)C1=CN(Cc2ccc(Cl)cc2)C=C(C(=O)OC)C1c1cc(Br)c(O)c(OC)c1
  A = 3.7; B = 0.1; C = -6.3; D = 0.0
70. Cc1ccc(-c2nc(CSCC(=O)NC(C)C)c(C)o2)cc1
  A = 10.5; B = 0.0; C = 6.5; D = 0.7
71. CCCCCOC(=O)C1=C(C)NC2=C(C(=O)CC(C)(C)C2)C1c1ccc([N+](=O)[O-])cc1 (stereo unspecified)
  A = -2.1; B = 0.0; C = 12.3; D = -0.1
72. CCOC(=O)C1=C(C)NC(=O)NC1c1cc(Br)c(O)c(OC)c1 (stereo unspecified)
  A = 11.5; B = 0.0; C = 1.2; D = -0.9
73. NC(=S)N/N=C/c1ccc(N2CCCCC2)c([N+](=O)[O-])c1
  A = 16.2&0.9; B = 0.2&-0.2; C = 13.2&4.5; D = -0.6&2.3
74. O/N=C1\CCCC\C1=C\c1ccco1
  A = 4.4; B = -0.1; C = -12.8; D = 1.6
75. CS(=O)(=O)NCC(c1ccc2c(c1)OCO2)N1CCN(c2ccc(F)cc2)CC1 (stereo unspecified)
  A = 4.0; B = -0.1; C = 3.5; D = 0.7
76. COc1ccc2ccccc2c1C1NC(=O)NC(C)=C1C(=O)Nc1ccc(F)cc1 (stereo unspecified)
  A = 15.3; B = 0.0; C = 9.2; D = 2.9
